Screening results: PubChem BioAssay, several laboratories
G6PDH counter: L. mesenteroides G6PDH inhibition counter-screen; 200,000 tested, 0.12% active; AID 1020; inhibition, % at 5 µM; Purified L. mesenteroides G6PDH, diaphorase/resazurin coupled fluorescence, 45 min; in the data active = inhibition above about 50%
Diaphorase act: activates diaphorase or chemically reduces, flagging diaphorase assay artifacts. Diaphorase/resazurin coupled assay, resorufin fluorescence, 16 min; active compounds read high; 1 = vehicle wells, 0 = NADH-free wells. activation factor at 20 µM. 190,000 tested, 0.005% active. AID 1229;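 active = diaphorase activity raised at least twofold by the compound at 20 µM; inactive = activation factor below 2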
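Material: bacterial diaphorase enzyme (C. kluyveri); amount: enzyme 0.07 U/mL final; reagent: NADH substrate 0.114 mM plus resazurin dye 0.1 mM, final; doses: single compound dose of 20 µM, 1% DMSO final; timing: 16 min enzyme reaction, ambient temperature; measured by: fluorescence of resorufin, 544 nm excitation, 590 nm emission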
FLuc act counter: affects firefly luciferase, flagging false hits in luciferase stimulation screens; ATPlite luciferase biochemical, luminescence, 10 min; 0 = ATP-free wells, 1 = DMSO control; activation factor at 10 µM; 200,000 tested, under 10 active; P08659;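 active = luciferase activation factor, scaled between plate controls, of at least 2 with compound at 10 µM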
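System: Luciferase/luciferin detection reagent, cell-free biochemical luciferase assay | Medium: PBS buffer for ATP | Dosing: Test compounds dosed from 2 mM stocks in 100% DMSO | Timing: 10 min at ambient temperature | Signal: Luminescence measurement of luciferase light output | Evaluation: Luciferase activation, seen as luminescence increase over controls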
STAT1 activator: STAT1 signaling activation. AID 932. NIH 3T3 STAT1-luciferase reporter, IFN-gamma, luminescence; 100% = IFN-gamma alone, no compound. 200,000 tested, 2.6% active. activation (% of control), % at 5.5 µM;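 active = activation above the screen-wide mean activation plus 3 SD, cut at about 130% in these data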;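 note: raw ratio to IFN-gamma control signal so 100% means no change and 0% no light; values of inactives mirror those of a sister screen read the other way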
NF-kB expr up: raises NF-kB expression in human neuronal cells | NF-kB reporter expression; active compounds read high | fold change at 12.5 µM | 190,000 tested, 1.6% active; in the data active = fold change above about 3.3
APP 5'UTR act: activates APP 5'UTR luciferase reporter; SH-SY5Y APP 5'UTR luciferase reporter, luminescence; zero percent = DMSO vehicle wells; activation, % at 2 µM; 190,000 tested, 1% active;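 active = activation above a set limit, based on mean plus 3 SD of controls, cut at about 140% in these data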; note: values of inactives mirror those of a sister screen read the other way
TLR4-MyD88 BLA: TLR4-MyD88 interaction inhibition in cells. inhibition, % at 8.4 µM. AID 861. 200,000 tested, 0.18% active. HeLa CL3-4 TLR4/MyD88 BLA complementation, FRET ratio; in the data active = inhibition above about 25%;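 note: 0% = vehicle and 100% = reference inhibitor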
Target sequence (O00206 whole entry, looked up): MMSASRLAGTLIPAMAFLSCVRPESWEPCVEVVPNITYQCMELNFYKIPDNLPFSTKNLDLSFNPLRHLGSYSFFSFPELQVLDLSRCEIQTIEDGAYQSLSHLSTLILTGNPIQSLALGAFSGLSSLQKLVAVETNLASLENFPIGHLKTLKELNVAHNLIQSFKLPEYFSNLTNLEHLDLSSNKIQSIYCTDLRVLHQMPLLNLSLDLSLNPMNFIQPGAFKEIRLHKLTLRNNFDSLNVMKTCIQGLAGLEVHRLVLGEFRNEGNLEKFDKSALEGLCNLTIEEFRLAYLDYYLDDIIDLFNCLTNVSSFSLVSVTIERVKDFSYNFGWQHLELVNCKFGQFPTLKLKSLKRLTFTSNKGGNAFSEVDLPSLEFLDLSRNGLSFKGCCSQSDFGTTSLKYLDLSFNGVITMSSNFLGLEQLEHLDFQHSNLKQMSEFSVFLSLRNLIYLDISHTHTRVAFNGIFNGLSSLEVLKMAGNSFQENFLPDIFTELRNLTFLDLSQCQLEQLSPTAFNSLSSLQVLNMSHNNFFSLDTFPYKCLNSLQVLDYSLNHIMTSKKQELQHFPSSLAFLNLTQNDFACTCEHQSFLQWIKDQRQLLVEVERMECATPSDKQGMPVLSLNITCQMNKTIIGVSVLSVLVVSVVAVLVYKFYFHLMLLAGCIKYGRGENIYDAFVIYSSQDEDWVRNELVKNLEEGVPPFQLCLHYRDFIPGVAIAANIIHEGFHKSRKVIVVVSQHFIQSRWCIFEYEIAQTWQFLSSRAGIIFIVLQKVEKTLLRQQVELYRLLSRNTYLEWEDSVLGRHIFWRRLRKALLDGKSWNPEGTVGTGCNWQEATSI
Target sequence (Q99836 whole entry, looked up): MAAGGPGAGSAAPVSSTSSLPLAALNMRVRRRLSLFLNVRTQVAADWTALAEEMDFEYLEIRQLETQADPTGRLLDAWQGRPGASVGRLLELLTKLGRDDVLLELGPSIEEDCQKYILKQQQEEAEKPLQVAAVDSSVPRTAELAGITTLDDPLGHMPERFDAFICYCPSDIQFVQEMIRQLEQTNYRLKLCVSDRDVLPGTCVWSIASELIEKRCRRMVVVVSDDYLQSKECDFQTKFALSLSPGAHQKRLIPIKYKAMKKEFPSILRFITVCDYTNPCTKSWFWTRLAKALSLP
Diaphorase inh: inhibits diaphorase or chemically oxidizes, flagging diaphorase assay artifacts; diaphorase resazurin-to-resorufin fluorescence, NADH, 16 min; bacterial (C. kluyveri) enzyme, not human; inhibition, % at 20 µM; 190,000 tested, 0.69% active; AID 1217;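 active = primary screen inhibition at 20 µM above a set limit, cut at about 50% in these data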;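 note: plate controls were DMSO with full reaction for no effect and wells lacking NADH for full effect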
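Test system: diaphorase enzyme from Clostridium kluyveri; amount: diaphorase at 0.14 U/mL in enzyme working solution; detection: fluorescence of resorufin formed from resazurin, Ex 544/Em 590 nm; times: reaction incubation of 16 min at room temperature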
FLuc inhib CS: counter-screen for luciferase assay inhibitors: firefly luciferase inhibition | ATPLite firefly luciferase biochemical luminescence, 10 min | inhibition, % at 10 µM | 200,000 tested, 1.5% active;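 active = inhibition above about 50% when tested at 10 µM, limit read from the data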
APP transl inh: APP translation inhibition. SH-SY5Y APP 5'UTR-luciferase reporter, luminescence. 190,000 tested, 0.82% active. inhibition, % at 2 µM;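 active = inhibition above a set limit, derived from the sample mean plus 3 SD, cut at about 45% in these data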; note: values of inactives mirror those of a sister screen read the other way
* marks the source's active call; other numbers are inactive results; / = not tested or not shown.

Below each compound: G6PDH counter	Diaphorase act	FLuc act counter	STAT1 activator	NF-kB expr up	APP 5'UTR act	TLR4-MyD88 BLA	Diaphorase inh	FLuc inhib CS	APP transl inh
CCCCN(C(=O)NC(=O)Nc1c(C)cc(C)cc1C)S(C)(=O)=O
  4	1	1	96	1.2	-4	-2	-3	-2	4
Cn1c(=O)oc2cc(S(=O)(=O)N3CCCC(C(=O)N4CCc5ccccc5C4)C3)ccc21 (stereo not drawn)
  6	1	1.1	96	0.83	-12	-10	2	-6	12
N/C(=N\N=C\c1ccco1)SC1CC(=O)N(c2ccccc2)C1=O (stereo not drawn)
  17	0.9	1.1	103	1.1	-17	-8	13	-10	17
COc1cc(O)c2c(c1)OC(C)(C)CC2=O
  23	1.2	1	106	1.1	2	-1	-16	-2	-2
Cn1c(N)c(C(=O)COC(=O)CSc2ccc3ccccc3c2)c(=O)n(C)c1=O
  -7	0.8	1	94	1.3	-2	-6	18	-3	2
CN(C)CCNC(=O)c1cc2c(=O)n(C)c3ccccc3c2n1C
  3	0.8	1	108	1.6	-2	0	21	-2	2
O=C(CSCc1ccc([N+](=O)[O-])cc1)NC1CC1
  4	0.9	1.1	87	1.1	8	-7	12	-6	-8
Cc1cc(C)nc(Nc2n[nH]c(COc3ccc(Cl)cc3)n2)n1
  16	1	1.1	102	0.78	1	6	3	-6	-1
COc1ccccc1N1CCN(CC(O)COc2ccc3c(c2)CCC3)CC1 (stereo not drawn)
  1	0.9	1.1	104	0.92	-1	-6	13	-7	1
CC(=O)C1=C(O)C(=O)N(c2ccc(C)cc2)C1c1ccc([N+](=O)[O-])cc1 (stereo not drawn)
  -4	1.2	1	88	1	11	1	-16	2	-11
C=CCn1c(C)cc(C(=O)CSc2nc3ccccc3o2)c1C
  -33	0.7	0.8	160*	2.2	107	-6	28	16	-107
CC(=O)Nc1cc(NC(C)=O)cc(C(=O)OCC(=O)N2CC(C)OC(C)C2)c1 (stereo not drawn)
  11	0.9	1.1	102	1	-3	3	11	-6	3
COc1ccc(Cl)cc1NC(=O)Nc1ccc(Br)cn1
  2	1.1	1	92	1	-8	-21	-11	-4	8
Cc1ccc(S(=O)(=O)N(C)Cc2ccc(-c3nnc4n3CCC4)cc2)cc1
  6	0.9	1	90	0.94	-10	0	7	1	10
COc1ccc(C(=O)NNC(=O)c2cc3cccc(OC)c3oc2=O)cc1
  6	1	1	99	1.1	17	12	0	3	-16

Later entries
Below each compound: G6PDH counter	Diaphorase act	FLuc act counter	STAT1 activator	NF-kB expr up	APP 5'UTR act	TLR4-MyD88 BLA	Diaphorase inh	FLuc inhib CS	APP transl inh
CCOc1ccc(Cc2onc3c2C(=O)CC(C)(C)C3)cc1OCC
  13	1	1	100	0.79	24	-10	3	3	-24
Cc1ccc(CN2CC(C(=O)Nc3ccc4c(C)cc(=O)oc4c3)CC2=O)cc1 (stereo not drawn)
  12	0.8	1	92	0.87	0	-2	15	1	0
CC(=O)Nc1ccc(OS(=O)(=O)c2c(C)cc(C)cc2C)cc1
  4	1	1.1	99	0.92	9	8	1	-6	-9
COc1ccc(S(=O)(=O)NC(CC(=O)NCc2ccco2)c2ccco2)cc1 (stereo not drawn)
  15	0.8	1.1	97	1.2	-6	-9	17	-5	6
COCCN(CCOC)S(=O)(=O)c1ccc(C(=O)Nc2nnc(C3CC3)o2)cc1
  -16	0.9	1.1	102	0.97	5	-16	14	-7	-5
CCCCCCn1c(=O)c(-c2nc3ccccc3c(=O)[nH]2)c(O)c2ccccc21
  3	1.1	1	/	/	/	/	-5	-3	/
Cc1ccc(S(=O)(=O)NCC2CCC(C(=O)NCc3ccco3)CC2)cc1 (stereo not drawn)
  -17	0.8	1	95	0.83	6	-1	21	-4	-6
O=C(Cn1nnc(-c2cccs2)n1)N1CCc2ccccc2C1
  -10	0.8	1.1	102	1.2	4	-18	16	-6	-4
Cc1ccccc1C(=O)c1cccn1CC(=O)NCCC1=CCCCC1
  -2	0.7	1.1	108	1.1	-3	-7	28	-7	3
CCOC(=O)N1CCN(CC(=O)Nc2ccc(F)cc2)CC1
  8	0.9	1.1	97	1.1	1	-11	12	-7	-1
C=C(C)COc1ccc(-c2nc(N)ncc2Oc2ccccc2OCC)c(O)c1
  -11	0.7	1	105	0.99	7	5	33	-1	-7
O=C1c2ccccc2C(Nc2ccc(S(=O)(=O)N3CCCCCC3)cc2)N1Cc1ccco1 (stereo not drawn)
  0	0.7	1.1	88	1.1	11	-5	29	-12	-11
CC1(C)Cc2c(c(=S)nc(-c3ccccc3)n2CCN2CCOCC2)CO1
  4	0.9	1	98	1.1	-6	4	7	-4	6
CN(CCC#N)C(=O)COC(=O)c1cc(Cl)cc(Cl)c1N
  7	0.9	1.1	100	1.3	32	7	9	-8	-32
COc1ccc(-c2cn3cc(Br)cnc3n2)cc1
  3	0.8	0.7	135*	2.2	100	5	17	28	-100

(listing goes on)
Below each compound: G6PDH counter	Diaphorase act	FLuc act counter	STAT1 activator	NF-kB expr up	APP 5'UTR act	TLR4-MyD88 BLA	Diaphorase inh	FLuc inhib CS	APP transl inh
CSc1ccc(/C=N/NC(=O)c2cc(O)cc(O)c2)cc1
  10	1	0.3	107	1.9	50	-10	3	74*	-50
COCCCn1c(=N)c(C(=O)NCC2CCCO2)cc2c(=O)n3cccc(C)c3nc21 (stereo not drawn)
  -22	0.8	1.1	97	0.75	7	-10	20	-7	-7
CSc1nsc(SC)c1NC(=O)N1CCCCC1
  11	0.9	1.1	103	1.1	12	1	9	-9	-12
COc1ccc2c(CC(=O)Nc3nc(C)cs3)coc2c1
  -1	0.9	0.9	105	1.5	51	-9	5	14	-51
COc1ccc(NC(=O)CN2CCc3ccccc3C2)cc1S(=O)(=O)N1CCOCC1
  -6	0.9	1.1	106	1	4	12	6	-7	-4
CCCCCC(=O)Nc1ccc2oc(-c3cccnc3)nc2c1
  -36	0.8	1	104	1.1	-12	-4	17	-3	12
C=CCn1c(N)c(C(=O)OC(C)CC)c2nc3ccccc3nc21 (stereo not drawn)
  -3	0.9	1	96	1.1	-5	6	14	0	5
O=C(O)C1CC=CCC1C(=O)Nc1cccnc1 (stereo not drawn)
  14	/	1	106	0.9	-5	-3	/	-5	6
COc1cc(OC)cc(C(=O)NC(=S)N2CCCCCC2)c1
  2	0.9	1.1	101	1.3	-2	9	6	-8	2
O=C(CCC1CCCN(C2C3CC4CC(C3)CC2C4)C1)NCc1ccc(F)c(F)c1 (stereo not drawn)
  12	0.8	1.1	99	1.4	12	5	17	-10	-12
Cc1nn(Cc2ccccc2)c(C)c1CCC(=O)O
  -12	0.9	1.1	104	1.2	14	1	8	-5	-14
Cc1ccc(OCC(=O)NNC(=O)c2cc3ccccc3o2)cc1C
  1	1	1	106	0.93	-10	-2	2	-4	10
COc1cccc2c(=O)n(CC(=O)NC3CCCC3)ccc12
  -7	0.9	1	108	1.5	15	-3	14	-2	-15
CC(C)(C)OC(=O)N1CCC(c2c(C(=O)O)cnn2-c2ccccc2)CC1
  21	0.8	1.1	99	1.2	3	4	22	-6	-3
O=C(NC1CC2CCCC(C1)N2C(=O)Nc1ccccc1)c1ccncc1 (stereo not drawn)
  -3	1	1.1	100	1.4	8	-4	3	-6	-8

Continued.
Below each compound: G6PDH counter	Diaphorase act	FLuc act counter	STAT1 activator	NF-kB expr up	APP 5'UTR act	TLR4-MyD88 BLA	Diaphorase inh	FLuc inhib CS	APP transl inh
CCCOC(=O)/C(=C\C=C\c1ccco1)NC(=O)c1ccccc1
  18	0.9	1	101	1.3	22	-7	13	-4	-22
Cc1ccc(-c2nn3c(C)nnc3c3ccccc23)cc1S(=O)(=O)NCc1ccccc1
  3	0.8	1.1	99	0.78	-20	1	24	-8	20
COC(=O)c1ccc(-c2ccc(C(=O)N3CCCN(C)CC3)cc2)cc1
  7	0.8	1	107	2.2	6	10	16	0	-6
Cc1ccc(C(C(=O)NCc2ccco2)N(C(=O)CNC(=O)c2cccs2)c2c(C)cc(C)cc2C)cc1 (stereo not drawn)
  14	1	1	104	1.2	3	7	2	-2	-3
O=C(Nc1ccc(S(=O)(=O)N2CCCC2)cc1)N1c2ccccc2Sc2ccccc21
  4	0.7	1	102	0.58	-5	-20	29	-5	5
Cc1c(C(=O)N2CCC(Cc3ccccc3)CC2)sc2ncnc(N3CCC(C)CC3)c12
  11	0.8	1.1	93	0.91	34	-4	24	-8	-34
C=C(C)CSc1nnc([C@@H]2CCCN2C(=O)OC(C)(C)C)o1
  -1	0.9	1.1	98	0.98	-14	7	6	-6	14
Cc1cc(NC(=O)c2ccccc2Oc2ccccc2)no1
  -14	0.8	1.1	104	0.81	-10	10	21	-8	10
CC(C)C(=O)Nc1nnc(NC(=S)Nc2ccccc2)s1
  4	0.6	1	126	1.9	11	-8	40	0	-11
c1ccc(-c2noc(CN3CCN(C(c4ccccc4)c4ccccc4)CC3)n2)cc1
  0	0.8	1	104	1.5	10	0	16	-1	-10
CC(=O)c1ccc(NC(=O)C(C)N2CCN(C/C=C/c3ccccc3)CC2)cc1 (stereo not drawn)
  4	1	1	99	1.5	6	-11	3	-3	-6
O=C1CCCN1CCNC(=S)Nc1ccccc1
  -2	1	1.1	104	1.1	0	-1	-4	-5	0
Cc1cccc(C(=O)NNc2ncnc3c2cnn3C)c1
  14	0.9	1	95	0.98	18	11	5	-5	-18
O=S(=O)(c1ccccc1)N1CCN(c2ncccn2)CC1
  1	1	1.1	98	1.1	0	-7	4	-10	0
O=C(N/N=C/c1ccco1)c1cnccn1
  4	0.8	1	100	1.1	-4	4	15	-5	4

Reformatted tab-delimited: entries from further up
structure	G6PDH counter	Diaphorase act	FLuc act counter	STAT1 activator	NF-kB expr up	APP 5'UTR act	TLR4-MyD88 BLA	Diaphorase inh	FLuc inhib CS	APP transl inh
COc1cccc2c(=O)n(CC(=O)NC3CCCC3)ccc12	-7	0.9	1	108	1.5	15	-3	14	-2	-15
Cc1c(C(=O)N2CCC(Cc3ccccc3)CC2)sc2ncnc(N3CCC(C)CC3)c12	11	0.8	1.1	93	0.91	34	-4	24	-8	-34
Cc1ccc(-c2nn3c(C)nnc3c3ccccc23)cc1S(=O)(=O)NCc1ccccc1	3	0.8	1.1	99	0.78	-20	1	24	-8	20
CCCCN(C(=O)NC(=O)Nc1c(C)cc(C)cc1C)S(C)(=O)=O	4	1	1	96	1.2	-4	-2	-3	-2	4
COC(=O)c1ccc(-c2ccc(C(=O)N3CCCN(C)CC3)cc2)cc1	7	0.8	1	107	2.2	6	10	16	0	-6

More structures:
Below each compound: G6PDH counter	Diaphorase act	FLuc act counter	STAT1 activator	NF-kB expr up	APP 5'UTR act	TLR4-MyD88 BLA	Diaphorase inh	FLuc inhib CS	APP transl inh
Cc1ccc(C(=O)N(CN2CCCC2=O)c2ccccc2)cc1C
  11	0.9	1.1	96	1.3	-2	-11	12	-7	2
CCOC(=O)c1ccc(NS(=O)(=O)c2cc(C)ccc2OC)cc1
  -4	1	1	90	0.74	0	-1	4	-3	0
O=C(/C=C/c1cccc2ccccc12)NCCC1=CCCCC1
  5	1	1	116	1.4	30	-3	4	0	-30
C=CCn1c2ccccc2c2nnc(SCC(=O)Nc3c(C)n(C)n(-c4ccccc4)c3=O)nc21
  -8	0.8	1	93	0.78	5	12	17	0	-5
CCCCNC(=O)/C(C#N)=C/c1ccc(F)cc1F
  12	0.9	1	102	0.94	28	6	7	-1	-28
